Screening data: PubChem BioAssay, several laboratories
Avidin bead fluor = avidin bead compound fluorescence profile. actives 0.38% (n = 220,000). Avidin beads, compound fluorescence 488/530 nm, flow cytometry; stronger effect = higher value. fluorescence (KMESF) at 10 µM. AID 1775; in the data active = fluorescence above about 47; note: inactives centre near 10
Rac1 mut GTP = human Rac1 activated mutant GTP binding change | P63000 | GST-Rac1 activated beads, fluorescent GTP binding, flow cytometry; actives lie on both sides; 100% means binding = to untreated wells | percent activity (GTP binding), % at 10 µM | actives 0.11% (n = 190,000) | AID 764;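 active = GTP binding at least 20 percentage points away from the 100% baseline, in either direction, so actives lie on both sides; inconclusive = Compound likely fluorescent itself, or too few beads counted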
Rab7 wt GTP bind = dog Rab7 wildtype GTP binding, inhibitors and activators. GST-Rab7 beads, fluorescent GTP binding, flow cytometry; actives lie on both sides; untreated = 100%, excess cold GTP = 0%. GTP binding activity (percent of control), % at 10 µM. actives 0.055% (n = 190,000). AID 758;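 active = fluorescent GTP binding to Rab7 beads changed by at least 20 points from the 100% baseline, either direction, mostly lower; inconclusive = compound itself probably fluorescent, or too few beads counted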;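 note: median green fluorescence of bound Bodipy-FL-GTP per Rab7 bead population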
Pf gametocyte = kills late stage P. falciparum gametocytes. P. falciparum stage V gametocytes, ATP luminescence, 24 h. actives 0.065% (n = 150,000). inhibition, % at 10.9 µM. AID 743093;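 active = inhibition above the mean plus 3 SD of compounds within the control limits, set per campaign, cut at about 38% in these data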;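 note: 0% = DMSO wells and 100% = medium only without gametocytes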
HRas wt GTP bind = modulators of GTP binding to human HRas wildtype. GST-Ras wt beads, Bodipy-FL-GTP binding, flow cytometry; actives lie on both sides. GTP binding activity, % at 10 µM. actives 0.14% (n = 190,000);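 active = GTP binding activity at least 20% away from the 100% baseline, either lowered as inhibitor or raised as activator; inconclusive = flagged as likely green fluorescent, judged across all proteins in the well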;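 note: 0% = unlabeled GTP competition control and 100% = no-compound control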
Target sequence (P01112 whole entry, looked up): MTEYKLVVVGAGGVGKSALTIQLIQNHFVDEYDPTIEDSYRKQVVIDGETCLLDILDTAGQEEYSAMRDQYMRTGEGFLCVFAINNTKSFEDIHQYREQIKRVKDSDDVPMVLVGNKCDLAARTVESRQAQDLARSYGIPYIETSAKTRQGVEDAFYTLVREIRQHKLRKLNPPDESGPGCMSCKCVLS
Cdc42 wt GTP = human Cdc42 wildtype GTP binding change, either direction; P60953; GST-Cdc42 beads, Bodipy-GTP binding, flow cytometry; actives lie on both sides; percent activity (GTP binding), % at 10 µM; actives 0.2% (n = 190,000);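 active = percent activity GTP binding at least 20 points away from the 100% baseline, either down as inhibitor or up as activator; inconclusive = compound flagged as likely green fluorescent from well-wide comparison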;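 note: median bead fluorescence of bound Bodipy-FL-GTP at 100 nM; 0% = excess unlabeled GTP control and 100% = no compound control; below 100% means less GTP binding so inhibitor and above means activator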
Target sequence (P60953 whole entry, looked up): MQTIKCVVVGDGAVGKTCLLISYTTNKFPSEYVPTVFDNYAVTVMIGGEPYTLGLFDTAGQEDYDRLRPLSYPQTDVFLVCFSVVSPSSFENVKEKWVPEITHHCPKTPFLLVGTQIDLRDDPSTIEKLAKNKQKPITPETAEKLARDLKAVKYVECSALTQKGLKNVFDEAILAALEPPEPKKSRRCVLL
ABCB1 block = human ABCB1 inhibition, ABCG2 as counter-screen | CCRF-Adr cells, JC-1 efflux, flow cytometry | inhibition, % at 6.6 µM | actives 0.067% (n = 190,000) | P08183 | AID 1326; in the data active = inhibition above about 40%;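 note: 0% = vehicle and 100% = reference inhibitor; higher value means more JC-1 retained so stronger ABCB1 efflux block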
Rab2 wt GTP = changes GTP binding to wildtype dog Rab2A, up or down | GTP binding activity, % at 10 µM | GST-Rab2 wt beads, Bodipy-GTP binding, flow cytometry | P61105 | actives 0.19% (n = 190,000);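 active = GTP binding activity at least 20 points away from 100%, either lowered or raised; inconclusive = signal likely due to the compound's own green fluorescence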;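 note: 0% = beads with excess unlabeled GTP and 100% = no-compound control corrected for plate trend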
Mcl1 Noxa PPI = Mcl-1/Noxa interaction inhibition; Q07820; TR-FRET Mcl-1/Noxa peptide binding, 2 h; inhibition, % at 21.7 µM; actives 1.5% (n = 220,000); AID 1022;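 active = compounds that cut the protein-peptide binding signal by more than 50% relative to plate controls in a single-dose test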;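 note: His-tagged Mcl-1 with rhodamine Noxa BH3 peptide and terbium anti-His antibody; 0% = Mcl-1 plus Noxa peptide wells and 100% = peptide-only wells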
ABCG2 block = inhibitors of human ABCG2 transporter, ABCB1 counter-screen | AID 1325 | inhibition, % at 6.6 µM | IgMXP3 cells, JC-1 efflux, flow cytometry | actives 0.1% (n = 190,000);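 active = inhibition above 80%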;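 note: 0% = DMSO and 100% = nicardipine control wells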
Target sequence (Q9UNQ0 whole entry, looked up): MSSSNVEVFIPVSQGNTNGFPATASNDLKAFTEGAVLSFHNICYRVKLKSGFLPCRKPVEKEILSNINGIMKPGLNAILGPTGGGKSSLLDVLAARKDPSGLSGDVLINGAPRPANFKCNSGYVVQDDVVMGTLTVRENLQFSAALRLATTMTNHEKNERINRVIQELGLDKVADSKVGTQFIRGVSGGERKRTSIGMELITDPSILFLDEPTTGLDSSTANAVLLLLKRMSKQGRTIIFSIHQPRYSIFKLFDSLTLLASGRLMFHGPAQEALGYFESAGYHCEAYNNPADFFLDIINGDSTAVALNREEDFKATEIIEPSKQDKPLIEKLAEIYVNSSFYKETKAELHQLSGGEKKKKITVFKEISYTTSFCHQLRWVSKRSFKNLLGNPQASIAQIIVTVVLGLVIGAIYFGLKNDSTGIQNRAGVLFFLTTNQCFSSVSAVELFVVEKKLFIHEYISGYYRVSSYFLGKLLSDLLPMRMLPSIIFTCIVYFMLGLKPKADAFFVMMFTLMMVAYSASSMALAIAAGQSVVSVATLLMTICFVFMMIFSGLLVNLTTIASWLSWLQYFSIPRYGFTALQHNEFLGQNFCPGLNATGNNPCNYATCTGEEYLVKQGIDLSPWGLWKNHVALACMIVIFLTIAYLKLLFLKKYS
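Assay system – ABCG2 IgMXP3 and barcoded ABCB1 CCRF-Adr cell mix · Input – 3 million cells/mL in well · Reagent – JC-1 fluorescent substrate · Compound – single test compound dose, 6.6 µM final · Timing – 10 min exposure at 25 °C with rotation, no wash · Detection – flow cytometry of retained JC-1 fluorescence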
Rac1 wt modul = human Rac1 wildtype GTP binding, inhibitors and activators. actives 0.27% (n = 190,000). GTP binding activity (% of control), % at 10 µM. GST-Rac1 beads, fluorescent GTP binding, flow cytometry; actives lie on both sides; 0 = cold GTP competed, 100 = untreated. P63000. AID 757;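 active = GTP binding activity at least 20 points away from the 100% control level, either lower or higher; inconclusive = compound flagged as likely green fluorescent, judged across all proteins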
The depositor's hits bear a star; ? = inconclusive; / = no result given.

SMILES	Avidin bead fluor	Rac1 mut GTP	Rab7 wt GTP bind	Pf gametocyte	HRas wt GTP bind	Cdc42 wt GTP	ABCB1 block	Rab2 wt GTP	Mcl1 Noxa PPI	ABCG2 block	Rac1 wt modul
COc1ccc(S(N)(=O)=O)cc1C(=O)NCCCN1CCN(c2cccc(Cl)c2)CC1	10	95.0	97.0	/	98.0	97.0	0.2	97.0	9.4	0.6	99.0
C=CCNC(=O)c1cc(=O)c2ccccc2o1	10	103.0	102.0	/	103.0	103.0	0.5	102.0	11.9	5.8	109.0
CCCC1CCC(=NNC(=S)NCCc2ccccc2)CC1 (stereo unspecified)	19	87.0	99.0	-2.8	93.0	88.0	0.3	92.0	-5.1	0.9	89.0
CC(C)c1nnc(NC(=O)c2sc3ccccc3c2Cl)s1	11	94.0	96.0	/	94.0	97.0	-0.1	96.0	10.6	0.9	94.0
CCOc1cccc(-c2cc(=O)[nH][nH]2)c1	31	99.0	102.0	/	102.0	106.0	-0.7	103.0	-10.4	-3.0	108.0
COc1cc(C)ccc1NC(=O)c1ccc(S(=O)(=O)N2CCOCC2)cc1	8	103.0	106.0	-1.4	104.0	105.0	0.8	104.0	2.9	13.1	102.0
COc1ccc2[nH]c(=S)[nH]c2c1	15	97.0	99.0	-38.6	98.0	98.0	-0.3	98.0	2.3	-3.0	98.0
COCc1c(C(=O)NC2CCCCCC2)oc2ccccc12	17	94.0	96.0	12.8	97.0	96.0	0.3	98.0	12.7	4.3	102.0
C=CCn1c(C(C)NC(=O)c2ccccc2)n[nH]c1=S (stereo unspecified)	8	103.0	87.0	/	103.0	105.0	0.3	103.0	-1.3	1.6	104.0
CNC(=S)NNC(=O)c1cccn(Cc2cccc(Cl)c2)c1=O	16	99.0	98.0	7.5	101.0	102.0	-0.1	104.0	3.7	0.2	101.0
Cc1ccccc1C(=O)N1CCN(c2ccc(NC(=O)c3cccnc3)cc2)CC1	9	95.0	98.0	3.3	99.0	91.0	0.4	96.0	10.3	8.5	99.0
COc1ccccc1CNC(=O)c1cccc2c1C(=O)N(Cc1cccnc1)C2	7	99.0	94.0	-1.1	97.0	99.0	7.1	94.0	16.2	7.5	101.0
COc1ccc(C(=O)/C=C/Nc2ccc(NC(C)=O)cc2)cc1OC	8	98.0	96.0	-5.3	101.0	100.0	1.7	99.0	-1.9	25.6	101.0
COC(=O)c1[nH]c(C)c(/C(O)=C2\C(=O)C(=O)N(CCN3CCOCC3)C2c2cccs2)c1C (stereo unspecified)	26	99.0	104.0	/	103.0	104.0	0.4	104.0	25.1	9.4	107.0
CC(C)CNC(=O)c1ccccc1NC(=O)CSCc1ccccc1	11	100.0	98.0	4.1	99.0	103.0	0.8	99.0	-26.9	2.5	105.0
Cc1cc(C)c(OCC(=O)N/N=C/c2ccc3c(c2)OCO3)c(C)c1	16	98.0	97.0	/	96.0	98.0	0.7	96.0	12.4	1.4	99.0
CC(=O)C(C)Oc1ccc2c3c(c(=O)oc2c1C)CCCC3 (stereo unspecified)	8	95.0	92.0	-2.1	94.0	95.0	0.7	94.0	/	14.7	98.0
CC1(C)OC(C(=O)NC2CCCCC2)C(C(=O)NC2CCCCC2)O1 (stereo unspecified)	23	102.0	92.0	5.4	100.0	103.0	0.9	95.0	-2.1	2.7	105.0
CCc1ccc(NC(=O)COC(=O)/C(=C/c2ccccc2OC)c2ccccc2)cc1	13	94.0	97.0	-10.4	94.0	99.0	0.0	94.0	14.9	0.1	96.0
CSc1nc2sc3c(c2c(=O)n1C)CCC(C)C3 (stereo unspecified)	8	97.0	96.0	/	98.0	102.0	0.1	97.0	14.2	0.9	100.0
Cc1ccc([N+](=O)[O-])cc1N(CC(=O)NC1CCCC1)S(C)(=O)=O	10	96.0	98.0	/	98.0	98.0	-0.7	97.0	-10.4	-0.7	95.0
COc1ccc(NC(=O)c2cc(-c3ccco3)on2)cc1	8	92.0	94.0	-5.3	95.0	92.0	0.0	96.0	5.4	7.0	97.0
CSc1ccc(CN2CCN(C(=O)c3ccc([N+](=O)[O-])cc3)CC2)cc1	10	95.0	98.0	/	97.0	97.0	0.8	96.0	19.6	2.4	99.0
CC(C)NC(=O)CSCc1ccccc1Cl	7	100.0	100.0	/	103.0	101.0	1.0	100.0	21.7	1.4	104.0
CCCCn1c(N)c(Sc2ccc(C)cc2)c(=O)[nH]c1=O	10	?	?	/	?	?	0.6	?	19.3	2.2	?
CC1CCN(c2cc(N3CCN(C(=O)c4ccc(F)c(F)c4)CC3)c([N+](=O)[O-])cc2F)CC1	4	97.0	97.0	7.5	100.0	99.0	5.1	98.0	1.3	22.8	101.0
O=C(Nc1ccc2oc(-c3cccnc3)nc2c1)c1ccc(Br)o1	6	96.0	101.0	/	99.0	95.0	0.0	98.0	23.0	0.4	99.0
CCOc1ccc(NCc2nnc(SCC(=O)Nc3nc(-c4ccccc4)cs3)n2-c2ccccc2)cc1	15	97.0	102.0	-2.4	99.0	98.0	0.7	98.0	16.4	5.0	101.0
COc1ccc(SCC(=O)Nc2ccccc2Cl)cc1	10	93.0	103.0	/	96.0	93.0	1.2	96.0	16.8	11.0	98.0
CCOC(=O)CSc1nc(N)c2c3c(sc2n1)CCCC3	12	99.0	97.0	/	100.0	101.0	0.2	98.0	-3.3	3.5	104.0

Quoted from the listing:
Rac1 mut GTP with COc1ccc(NC(=O)c2cc(-c3ccco3)on2)cc1 → 92.0
Mcl1 Noxa PPI with CSc1ccc(CN2CCN(C(=O)c3ccc([N+](=O)[O-])cc3)CC2)cc1 → 19.6

(more compounds)
SMILES	Avidin bead fluor	Rac1 mut GTP	Rab7 wt GTP bind	Pf gametocyte	HRas wt GTP bind	Cdc42 wt GTP	ABCB1 block	Rab2 wt GTP	Mcl1 Noxa PPI	ABCG2 block	Rac1 wt modul
Clc1ccccc1OCCCCN1CCCC1	19	95.0	97.0	/	99.0	97.0	0.1	98.0	-7.5	0.3	100.0
N#CC1=C(O)CCCn2c1nc1ccccc1c2=O	15	101.0	100.0	/	103.0	103.0	0.3	103.0	29.8	1.8	105.0
COc1ccc(OCC(=O)NNc2c3ccccc3nc3ccccc23)cc1	9	?	?	-2.0	?	?	1.6	?	15.6	12.5	?
CCOC(=O)Cn1nc(CC)c2ccccc2c1=O	17	99.0	106.0	/	104.0	103.0	0.5	104.0	6.9	1.7	105.0
CCOc1ccc(C2CC(c3cccc(OC)c3)n3nc(N)nc3N2)cc1 (stereo unspecified)	7	98.0	99.0	/	100.0	102.0	0.4	103.0	11.0	2.1	100.0
CCOC(=O)C1CCN(Cc2ccccc2C)CC1	12	103.0	103.0	-10.9	103.0	108.0	0.0	104.0	18.1	-0.4	105.0
Cc1ccc(CN2CCN(Cc3c(C)nn(C(C)C)c3C)CC2CCO)o1 (stereo unspecified)	10	96.0	94.0	15.1	96.0	99.0	0.0	98.0	10.2	-1.1	99.0
Fc1ccc(Cn2ccc(-c3cnc(-c4ccccc4)s3)n2)cc1	9	100.0	98.0	-0.1	98.0	98.0	1.5	98.0	7.9	14.8	102.0
O=C(Cn1c2[n+](c3ccc(C(F)(F)F)cc31)CCCCC2)Nc1c(F)cccc1F	13	99.0	103.0	/	100.0	96.0	0.1	99.0	7.3	0.0	100.0
Cc1nc2ccccn2c1C(=O)N/N=C/c1ccccc1[N+](=O)[O-]	5	101.0	106.0	-1.6	105.0	107.0	-0.2	103.0	19.5	-0.3	109.0
Cc1ccnc(NC2CCCCC2)c1	7	95.0	104.0	-0.7	94.0	94.0	0.3	97.0	26.4	0.6	95.0
NC(Cc1ccc2nonc2c1)C(=O)O (stereo unspecified)	33	101.0	102.0	/	99.0	103.0	0.2	100.0	27.9	12.8	105.0
CCC1C/C(=C/c2ccco2)C(=O)/C(=C/c2ccco2)C1 (stereo unspecified)	11	96.0	96.0	/	97.0	99.0	3.4	98.0	34.2	-2.8	99.0
COc1cc(NC(=O)c2cccnc2Sc2ccc(C)c(C)c2)cc(OC)c1OC	12	96.0	98.0	/	98.0	99.0	-1.3	95.0	14.2	-5.2	98.0
CCN(CCCNC(=O)c1[nH]c(C)c(C(C)=O)c1C)c1ccccc1	17	97.0	98.0	-8.2	97.0	95.0	0.6	97.0	-0.5	3.7	96.0
CN(C(=O)CCc1nnc(Cc2ccc(-c3ccccc3)cc2)o1)C1CCOCC1	9	97.0	95.0	-21.3	97.0	98.0	0.6	97.0	10.6	0.5	101.0
COc1ccc(C(C)C)cc1S(=O)(=O)N1CCN(c2ccccc2)CC1	11	97.0	101.0	11.6	98.0	95.0	0.7	98.0	13.8	1.9	97.0
CC(C)CC(=O)N1CCC(O)(CS(=O)(=O)c2ccc(Cl)c(Cl)c2)CC1	26	93.0	94.0	10.4	92.0	94.0	0.3	92.0	20.2	1.4	93.0
CC(=O)c1cc2c(cc1NC(=O)CN1CCCCCC1)OCO2	31	94.0	95.0	/	96.0	95.0	0.6	94.0	28.8	3.5	93.0
CC(C)NC(=O)c1ccc2c(=O)n(C3CCCC3)c(=S)[nH]c2c1	14	102.0	94.0	/	102.0	102.0	0.3	103.0	-21.0	2.5	101.0
CCCOC(=O)Nc1ccc(C(N)=O)cc1	16	105.0	99.0	/	105.0	109.0	0.3	102.0	2.7	1.4	112.0
COc1cccc(NC(=O)N2CCN(S(C)(=O)=O)CC2)c1	10	96.0	97.0	19.4	100.0	96.0	0.8	97.0	10.4	10.1	97.0
CCOc1ccc(NC(=O)CN2CCN(CC(=O)Nc3ccc4c(c3)OCO4)CC2)cc1	14	100.0	98.0	-3.4	101.0	103.0	0.5	99.0	42.2	12.7	106.0
COc1cc2nc(C3CCC3)n(NC(=O)c3ccco3)c(=O)c2cc1OC	10	97.0	106.0	/	98.0	93.0	0.4	99.0	6.0	0.5	99.0
CCc1ccc(CNCc2ccc(F)cc2)cc1	5	99.0	101.0	0.0	98.0	99.0	0.2	96.0	6.2	0.8	104.0
CC(=O)c1ccc(NC(=O)CSc2ccsc2[N+](=O)[O-])cc1	21	94.0	102.0	-13.0	99.0	95.0	-0.6	98.0	86.9*	-0.4	96.0
CCc1nc2cc(Cl)c(Cl)cc2[nH]1	7	101.0	101.0	/	102.0	102.0	0.7	101.0	-4.3	9.1	101.0
O=C(NNC(=O)c1ccncc1)Nc1cccc([N+](=O)[O-])c1	11	93.0	107.0	13.1	97.0	96.0	1.3	99.0	12.6	6.5	98.0
